Assay outcomes (PubChem BioAssay)
MLLE-PAM2 inh = inhibitors of microRNA-mediated deadenylation, human PABP1 MLLE binding; inhibition, % at 20 µM; P11940; GST-MLLE / FITC-PAM2 fluorescence polarization; 360,000 tested, 0.36% active; in the data active = inhibition above about 35%, passing the limit was not always enough;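 also: plate controls were DMSO wells with GST-MLLE for no effect and wells lacking GST-MLLE protein for full effect; some results filed as inactive read as strong as hits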
eLon inh = inhibits E. coli Lon protease | purified E. coli Lon protease, fluorescence polarization | 360,000 tested, 0.42% active | inhibition, % at 7.94 µM; in the data active = inhibition above about 13%, passing the limit was not always enough;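 also: 0% = enzyme with probe and DMSO and 100% = no enzyme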
Target sequence (P0A9M0 whole entry, looked up): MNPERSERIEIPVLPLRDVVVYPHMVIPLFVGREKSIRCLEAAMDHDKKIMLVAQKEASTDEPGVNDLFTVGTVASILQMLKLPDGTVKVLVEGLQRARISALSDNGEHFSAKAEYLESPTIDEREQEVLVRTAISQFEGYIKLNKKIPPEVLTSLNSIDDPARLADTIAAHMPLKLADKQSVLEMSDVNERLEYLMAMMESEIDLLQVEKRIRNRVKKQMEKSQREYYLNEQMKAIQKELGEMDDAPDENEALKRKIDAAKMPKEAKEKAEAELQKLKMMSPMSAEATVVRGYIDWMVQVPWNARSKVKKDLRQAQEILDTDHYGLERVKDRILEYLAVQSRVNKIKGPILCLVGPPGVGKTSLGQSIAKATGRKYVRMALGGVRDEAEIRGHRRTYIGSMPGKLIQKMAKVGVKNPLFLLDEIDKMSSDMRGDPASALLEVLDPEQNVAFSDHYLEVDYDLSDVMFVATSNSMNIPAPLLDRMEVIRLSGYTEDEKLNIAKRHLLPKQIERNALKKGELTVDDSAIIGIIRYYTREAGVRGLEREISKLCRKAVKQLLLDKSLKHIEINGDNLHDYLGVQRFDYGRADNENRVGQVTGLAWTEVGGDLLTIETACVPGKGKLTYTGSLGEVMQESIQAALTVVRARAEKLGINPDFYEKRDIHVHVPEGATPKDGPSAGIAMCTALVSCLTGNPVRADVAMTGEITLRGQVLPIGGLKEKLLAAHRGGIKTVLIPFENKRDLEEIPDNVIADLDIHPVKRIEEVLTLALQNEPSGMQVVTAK
FAS-TE inh = inhibitors of human fatty acid synthase thioesterase domain. recombinant FAS-TE, OMFH fluorogenic substrate, fluorescence endpoint. P49327. inhibition, % at 15 µM. 360,000 tested, 0.67% active;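 active = compounds whose normalised, plate-corrected inhibition of enzyme fluorescence in the single-dose primary screen is 50% or more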;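 also: 0% = DMSO with enzyme and 100% = substrate without enzyme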
MsrA inhibitor = bovine MsrA inhibition; purified bovine MsrA, absorbance read-out; inhibition, % at 15.5 µM; 360,000 tested, 0.75% active; AID 651718; in the data active = inhibition above about 4.5%;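 also: 0% = vehicle wells with enzyme and 100% = reference inhibitor wells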
Rin1 Abl inh = inhibitors of human Rin1-Abl protein interaction. TR-FRET Rin1/Abl binding, biochemical. inhibition, % at 7.35 µM. 360,000 tested, 0.4% active. AID 588664; in the data active = inhibition above about 5%, passing the limit was not always enough
Neddylation inh = inhibitors of human cullin neddylation. P61081+Q13564. TR-FRET cullin neddylation, biochemical. calls only at 25 µM. 360,000 tested, 0.58% active. AID 651699; in the data active = inhibition above about 36%
bovine MsrA act = activates bovine MsrA enzyme; purified bovine MsrA, absorbance read-out; activation, % at 10.6 µM; 360,000 tested, 0.3% active; in the data active = activation above about 7.5%;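 also: 0% = vehicle and 100% = reference activator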
CSN inh = blocks human CSN-mediated cullin deneddylation; AID 651999; 360,000 tested, 0.38% active; Purified CSN, SCF-Nedd8-OG deneddylation, fluorescence polarization; inhibition, % at 12.5 µM;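 active = pattern-corrected inhibition above about 35%, with an unprinted fluorescence ratio check between 0.5 and 1.5, limit read from the data, passing the limit was not always enough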;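 also: 0% = enzyme with substrate and 100% = substrate without enzyme; some results filed as inactive read as strong as hits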
Target sequence (Q92905 whole entry, looked up, one chain of several): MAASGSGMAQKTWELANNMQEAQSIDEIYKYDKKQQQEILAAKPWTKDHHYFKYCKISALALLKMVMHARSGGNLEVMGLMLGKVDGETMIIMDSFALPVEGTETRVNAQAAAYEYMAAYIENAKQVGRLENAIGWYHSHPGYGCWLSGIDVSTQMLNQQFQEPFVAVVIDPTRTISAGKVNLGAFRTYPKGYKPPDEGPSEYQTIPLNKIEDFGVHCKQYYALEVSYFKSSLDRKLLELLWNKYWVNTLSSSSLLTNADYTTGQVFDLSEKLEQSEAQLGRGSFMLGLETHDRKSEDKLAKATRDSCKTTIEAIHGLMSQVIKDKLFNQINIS
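Schedule: reaction 90 min, room temperature / Assay system: HEK293T-derived human Csn5 enzyme / Input: Csn5 at 0.24 nM final / Measure: inhibition of Csn5 cleavage, % / Control set: substrate-only high control, full reaction low control / Technique: fluorescence polarization of the substrate / Buffer or medium: Tris/NaCl/DTT buffer, pH 7.5 / Reagent: SCFSkp2-Nedd8OG substrate at 10 nM final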
Tb MetRS inh = blocks T. brucei methionyl-tRNA synthetase activity | purified T. brucei MetRS, ATP depletion, Kinase-Glo luminescence | inhibition, % at 11.9 µM | 360,000 tested, 0.4% active;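 active = inhibition above a per-plate cutoff of the control wells' mean inhibition plus 3 SD, cut at about 5.5% in these data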;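 also: 0% = DMSO wells median and 100% = median of wells with control inhibitor compound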
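Dosing: 11.9 µM single point; system: parasite MetRS enzyme; technique: luminescence of leftover ATP; times: 15 min enzyme-compound preincubation, 2 h reaction, 10 min detection, 25 °C; replicates: each compound tested once; read-out basis: percent inhibition relative to median high and low control wells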
An asterisk follows results filed as active; i = inactive; nt = no result given; + = active, no number.

SMILES	MLLE-PAM2 inh	eLon inh	FAS-TE inh	MsrA inhibitor	Rin1 Abl inh	Neddylation inh	bovine MsrA act	CSN inh	Tb MetRS inh
CN(CCc1ccccc1)C(=O)c1ccc(NC(=O)Cc2ccc(NC(=O)C3CCCN(C(=O)C4CC4)C3)cc2)cc1 (centres undefined)	-9	-8	-8	-0.2	4	i	-2	0	-0.8
Cc1ccc(NC(=O)c2cc3ccccc3o2)nc1	10	-2	-2	1.0	3	i	-1	3	-0.1
COc1ccccc1C(c1nnnn1Cc1ccccc1)N1CCN(C2CCCC2)CC1 (centres undefined)	-9	7	-9	-1.5	-1	i	-1	7	0.5
COc1ccc(-c2noc(CCC(=O)NCc3cccnc3)n2)cc1OC	12	8	-5	0.0	1	i	-2	-1	-0.3
CCOC(=O)C1CCCN(C(=O)c2ccc3nc(-c4cccc(OC)c4)oc3c2)C1 (centres undefined)	-15	-1	10	-0.2	4	i	-4	0	-0.6
CS(=O)(=O)Nc1ccc(-c2cncc3nccn23)cc1	8	2	-6	3.3	-6	+	-2	-2	1.5
CCCN1CCN(CCCNC(=O)c2ccc3nc(N4CCC(C)CC4)sc3c2)CC1	10	-4	-8	-0.5	7	i	-3	-4	-0.2
O=C(NN=C1CCC(=NNC(=O)c2ccccn2)CC1)c1ccccn1	-12	-5	-2	0.8	3	i	-5	-21	-0.6
c1ccc(CCc2nc(-c3ccccn3)no2)cc1	-18	1	-7	-0.5	1	i	0	2	0.4
COC(=O)/C(=C\c1cccnc1)NC(=O)c1ccc(OCc2ccccc2)cc1	-7	-4	-4	0.4	3	i	-2	2	-0.5
CCOC(=O)c1cc(-c2ccc3c(c2)OCCO3)n[nH]1	4	4	-6	-0.6	0	i	-10	5	-0.9
CCOC(=O)N1CCN(C(=O)c2ccc(CS(=O)Cc3ccccc3Cl)o2)CC1 (centres undefined)	11	-1	-8	1.2	0	i	-2	4	-0.2
COc1ccc(/C=N/Nc2cc(N3CCOCC3)nc(C)n2)c(OC)c1	-18	1	7	5.8*	-2	i	-2	-2	-0.1
CCN1C(=O)[C@H]2[C@@H](c3ccc(C)cc3)N3C(=O)N(c4ccc(C)cc4)C(=O)[C@@]3(CC)[C@H]2C1=O	-3	0	-6	-0.6	3	i	-4	1	-0.4
Cc1ccc(Cl)cc1N1CCN(S(=O)(=O)c2ccc3c(c2)NC(=O)C(C)C(=O)N3)CC1 (centres undefined)	-1	-2	16	-0.7	0	i	-8	1	-0.3
CCN1CCN(c2ccc(S(=O)(=O)N3CCCCC3)cc2NC(=O)CC(NC(C)=O)c2ccccc2)CC1 (centres undefined)	-109	0	-7	-0.8	0	i	-8	-6	-0.5
COc1ccc([N+](=O)[O-])cc1NC(=O)Cc1ccc(C)cc1	-15	-11	26	-0.4	-2	i	-3	-6	0.5
COc1ccc(NC(=S)N2CCC(c3nc4ccccc4o3)CC2)c(OC)c1	-98	-8	-5	0.4	4	i	-4	1	3.6
COCCNC(=O)Cc1cn(C)c2ccccc12	10	-2	-6	0.4	-1	i	-9	5	-0.9
Cc1nc2sc(C(c3cccc(F)c3)N3CCN(C(=O)c4ccco4)CC3)c(O)n2n1 (centres undefined)	-13	-11	-5	0.1	-2	i	-2	1	0.1
O=C(Oc1cccc(C(=S)N2CCCCC2)c1)c1ccccc1	29	1	20	-0.3	1	i	-8	-3	-0.5
COc1ccc(NC(=O)CN(C)S(=O)(=O)c2ccc3c(c2)c(=O)n(C)c(=O)n3C)cc1	5	-2	1	0.3	4	i	-10	1	-0.8
CCOC(=O)c1c[nH]c2nc(C)ccc2c1=O	22	15	-10	0.6	-2	i	-3	-18	0.0
Cn1c(SCc2cccnc2)nc2c(c1=O)SCC2	4	-3	-1	1.8	-1	i	-8	6	-0.6
O=C(NCC(c1ccco1)N1CCN(c2ccccc2)CC1)C(=O)NC1CCCC1 (centres undefined)	-1	-9	2	0.1	4	i	-5	0	-0.3
Cc1ccc(OCC(=O)Nc2ccc(S(=O)(=O)NC3=NCCCCC3)cc2)cc1	-23	-8	-6	-0.4	7	i	-1	2	-0.1
CCOC(=O)CSc1nn(-c2ccccc2)c(=S)s1	-29	-5	6	0.3	4	i	-5	-3	-0.7
CC(=O)Nc1cccc(C(=O)OC(C(=O)c2ccc(C)c(C)c2)c2ccccc2)c1 (centres undefined)	-7	-3	28	-0.3	0	i	-2	-1	-0.3
COc1ccc(S(=O)(=O)Cc2ccc(C(=O)NCC(OC)OC)o2)cc1	-10	-7	-4	0.5	4	i	-1	3	-0.4
CCCCOc1cccc(C2(C(=O)O)CCCC2)c1	-3	-4	-7	-1.2	1	i	-3	3	-0.9

6 of the compounds above, as a markdown table:
| SMILES | MLLE-PAM2 inh | eLon inh | FAS-TE inh | MsrA inhibitor | Rin1 Abl inh | Neddylation inh | bovine MsrA act | CSN inh | Tb MetRS inh |
| --- | --- | --- | --- | --- | --- | --- | --- | --- | --- |
| COc1ccc([N+](=O)[O-])cc1NC(=O)Cc1ccc(C)cc1 | -15 | -11 | 26 | -0.4 | -2 | i | -3 | -6 | 0.5 |
| CCN1CCN(c2ccc(S(=O)(=O)N3CCCCC3)cc2NC(=O)CC(NC(C)=O)c2ccccc2)CC1 (centres undefined) | -109 | 0 | -7 | -0.8 | 0 | i | -8 | -6 | -0.5 |
| Cc1ccc(NC(=O)c2cc3ccccc3o2)nc1 | 10 | -2 | -2 | 1.0 | 3 | i | -1 | 3 | -0.1 |
| O=C(Oc1cccc(C(=S)N2CCCCC2)c1)c1ccccc1 | 29 | 1 | 20 | -0.3 | 1 | i | -8 | -3 | -0.5 |
| COc1ccc(NC(=O)CN(C)S(=O)(=O)c2ccc3c(c2)c(=O)n(C)c(=O)n3C)cc1 | 5 | -2 | 1 | 0.3 | 4 | i | -10 | 1 | -0.8 |
| O=C(NN=C1CCC(=NNC(=O)c2ccccn2)CC1)c1ccccn1 | -12 | -5 | -2 | 0.8 | 3 | i | -5 | -21 | -0.6 |

Later entries:
SMILES	MLLE-PAM2 inh	eLon inh	FAS-TE inh	MsrA inhibitor	Rin1 Abl inh	Neddylation inh	bovine MsrA act	CSN inh	Tb MetRS inh
N#CCCn1cc(C(=O)Nc2ccccc2Br)c(-c2cc3ccccc3o2)n1	6	4	12	0.8	-1	i	-1	1	-0.4
CC(=O)Oc1ccc(OC(C)=O)c(SCCCCCN2CCOCC2)c1	11	-8	-3	2.5	2	i	-2	3	-0.4
CCc1nc2c(OCc3ccc(OC)cc3)cccn2c1N(C)C(=O)c1ccncc1	9	2	-2	0.2	1	i	0	-2	-0.1
O=C(CSc1ccccc1)N1CCN(S(=O)(=O)c2ccccc2)CC1	32	-13	2	-0.7	1	i	-3	2	-0.4
Cn1c(=O)c2[nH]c(SCCN3CCCCC3)nc2n(C)c1=S	-13	1	-7	0.3	-1	i	1	4	-0.4
Cc1cccc(OCc2nnc(SCCC(=O)O)n2-c2ccccc2)c1	-93	12	-3	-0.3	0	i	-7	-1	-2.0
CC1=C(C(=O)OCC2CCCO2)C(c2ccc(Cl)cc2)NC(=O)N1 (centres undefined)	-11	-5	0	0.0	1	i	-6	-1	-0.5
Cc1ccc(C)c(NC(=O)C(C)N2C(=O)c3ccccc3C2=O)c1 (centres undefined)	-5	-3	-1	-0.2	-3	i	-4	-5	-0.1
CCCC1(c2ccccc2)NC(=O)N(CC(=O)N2CC(=O)Nc3ccccc32)C1=O (centres undefined)	-5	-2	-7	0.8	5	i	-13	-3	-0.6
Cc1cccc(N2C(=O)C3CC3C2=O)c1 (centres undefined)	-9	-2	-8	-0.3	-1	i	-4	-4	-0.5
COc1ccccc1CCNC(=O)Cc1cccs1	11	-14	-8	0.6	-6	i	-8	-2	-0.5
Cc1ccc(C)c(N2N=C(C(=O)O)CCC2=O)c1	9	-3	-5	-0.7	0	i	-2	-3	-0.3
COC(=O)c1ccc(NC(=O)CSc2nnc(C)n2-c2ccccc2)cc1	-7	4	-2	-0.4	-2	i	1	2	-0.5
CC(Oc1cc2oc(=O)c3c(c2cc1Cl)CCC3)C(=O)NCCN1CCOCC1 (centres undefined)	1	-12	-3	2.6	2	i	-2	0	-0.2
N#CCC(=O)Nc1ccc(C(=O)OCC(=O)N(Cc2ccccc2)C2CCS(=O)(=O)C2)cc1 (centres undefined)	-20	-6	-4	0.0	1	i	-2	4	-0.5
COc1ccc(NS(=O)(=O)c2ccc(N3CCCCC3)c(NC(=O)C(C)NC(N)=O)c2)cc1 (centres undefined)	-2	2	-2	-0.6	2	i	-2	4	-0.3
O=C(c1ccco1)N1CCN(C(=O)c2cc(-c3ccc(F)cc3)no2)CC1	14	2	2	0.7	-3	i	-2	3	-0.7
Cc1ccc(-c2nn(Cc3ccccc3)cc2/C=C/C(=O)O)cc1C	6	2	0	-0.1	0	i	0	-5	-0.6
COc1ccc(C(C)=O)cc1CN1C(=O)NC2(CCCCCC2)C1=O	-19	-4	-6	-1.4	-1	i	-1	2	-0.2
CN(N)c1nc(-c2ccccc2)nnc1C(F)(F)F	-8	0	-6	0.1	-2	i	-10	0	-0.4
COc1ccc(C2C(C(=O)Nc3cc(OC)c(OC)c(OC)c3)c3ccccc3C(=O)N2C)cc1OC (centres undefined)	8	-4	2	-0.5	3	i	-12	-3	-1.2
Cc1ccc(Nc2c(-c3ccc(N4CCOCC4)cc3)nc3ncccn23)cc1	-13	0	-2	0.8	-5	i	-6	5	-0.1
CCc1nnc(NC(=O)CSc2nc3c(c(=O)n2-c2ccccc2OC)SCC3)s1	19	4	-2	nt	-3	i	-1	-2	-0.5
O=C(Cc1ccc(F)cc1)NC1CCCC1	7	4	-2	-0.4	0	i	-5	-6	-1.3
COC(=O)CNC(=O)c1cn(-c2ccc(C)c(C)c2)c(=O)c2ccccc12	9	9	1	1.2	-1	i	-3	0	-0.9
CC1CCCCN1S(=O)(=O)c1ccc2c(c1)CCN2C(=O)C1CCC1 (centres undefined)	8	-10	24	-0.5	1	i	-8	1	-0.1
Cc1c(C(=O)N2CCN(c3ccc(F)cc3)CC2)sc2ncnc(N3CCN(c4ccccn4)CC3)c12	18	-6	-29	3.3	1	i	-4	4	-0.2
COc1ccccc1C1OC2=C(Nc3ccc([N+](=O)[O-])cc3N2)C1=O (centres undefined)	-1	6	-1	0.3	-3	i	-6	0	-0.7
CCOc1ccc(NC(=O)CSc2nnc(-c3ccccc3)n2N)cc1	-12	2	3	-1.0	0	i	-3	1	-0.2
S=C(NC1CCCCC1)NN1CCOCC1	9	-1	-5	0.8	4	i	-2	3	0.0
CN(C)c1ccc(CNC(=O)CC[C@H]2O[C@@H](n3cnc4c(NC(=O)c5ccccc5)ncnc43)[C@H](O)[C@@H]2O)cc1	-3	3	-10	0.2	5	i	-4	5	-0.5
CCN(CC)CCSc1nc(O)c(Cc2ccccc2)c(=O)n1-c1ccccc1	30	3	-2	0.5	1	i	-1	-5	-0.8
CCc1ccc(N(CC(=O)NC2CCCC2)S(=O)(=O)c2c(C)noc2C)cc1	5	-7	7	-0.1	2	i	1	-7	-0.3
COc1ccc(-c2ccc(CCC(=O)O)n2-c2ccc(O)cc2)cc1	-2	-29	-5	2.4	3	i	-2	0	-0.1
CN1CCc2c(sc3nc(SCC(=O)N4CCOCC4)n(-c4ccc(Cl)cc4)c(=O)c23)C1	10	-12	-4	0.0	1	i	-1	4	-0.1
COc1cccc(-c2nnc(SCC(=O)OC(C)C)n2N)c1	-14	-11	0	-0.4	3	i	1	5	-0.7
COCCNS(=O)(=O)c1ccc2c(c1)C(=NO)c1cc(S(=O)(=O)NCCOC)ccc1-2	-4	2	-85	2.1	-8	i	-14	4	-1.3

Outcome played no part in choosing rows (roughly 4% active in at least one column).
